# Assay outcomes as filed in PubChem.
# CHRM4 PAM = positive allosteric modulators of human muscarinic M4 receptor | CHO-K1 hM4/Gqi5, Fluo-8 calcium fluorescence, ACh EC20; 0% = ACh EC20, 100% = maximal ACh | activation, % at 3 µM | 0.4% of 360,000 active | AID 624126;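 active = activation above its plate's cutoff, the mean activation of sample wells plus 3 SD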; also: some results filed as inactive read as strong as hits
# PHOSPHO1 block = blocks human PHOSPHO1 phosphatase activity | recombinant PHOSPHO1, absorbance phosphatase assay | inhibition, % at 13.3 µM | 1.1% of 290,000 active; in the data active = inhibition above about 60%
# IDE cell activ = IDE (human) activation, cell-based. P14735. HEK cells, FAbeta-B cleavage, fluorescence polarization; 0% vehicle, 100% cell-free pure enzyme wells. AID 493087. 0.073% of 340,000 active. activation, % at 5.96 µM;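 active = activation above the mean of all tested compounds plus 3 SD, set per screening campaign, cut at about 17% in these data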
# Target sequence (P14735 whole entry, looked up): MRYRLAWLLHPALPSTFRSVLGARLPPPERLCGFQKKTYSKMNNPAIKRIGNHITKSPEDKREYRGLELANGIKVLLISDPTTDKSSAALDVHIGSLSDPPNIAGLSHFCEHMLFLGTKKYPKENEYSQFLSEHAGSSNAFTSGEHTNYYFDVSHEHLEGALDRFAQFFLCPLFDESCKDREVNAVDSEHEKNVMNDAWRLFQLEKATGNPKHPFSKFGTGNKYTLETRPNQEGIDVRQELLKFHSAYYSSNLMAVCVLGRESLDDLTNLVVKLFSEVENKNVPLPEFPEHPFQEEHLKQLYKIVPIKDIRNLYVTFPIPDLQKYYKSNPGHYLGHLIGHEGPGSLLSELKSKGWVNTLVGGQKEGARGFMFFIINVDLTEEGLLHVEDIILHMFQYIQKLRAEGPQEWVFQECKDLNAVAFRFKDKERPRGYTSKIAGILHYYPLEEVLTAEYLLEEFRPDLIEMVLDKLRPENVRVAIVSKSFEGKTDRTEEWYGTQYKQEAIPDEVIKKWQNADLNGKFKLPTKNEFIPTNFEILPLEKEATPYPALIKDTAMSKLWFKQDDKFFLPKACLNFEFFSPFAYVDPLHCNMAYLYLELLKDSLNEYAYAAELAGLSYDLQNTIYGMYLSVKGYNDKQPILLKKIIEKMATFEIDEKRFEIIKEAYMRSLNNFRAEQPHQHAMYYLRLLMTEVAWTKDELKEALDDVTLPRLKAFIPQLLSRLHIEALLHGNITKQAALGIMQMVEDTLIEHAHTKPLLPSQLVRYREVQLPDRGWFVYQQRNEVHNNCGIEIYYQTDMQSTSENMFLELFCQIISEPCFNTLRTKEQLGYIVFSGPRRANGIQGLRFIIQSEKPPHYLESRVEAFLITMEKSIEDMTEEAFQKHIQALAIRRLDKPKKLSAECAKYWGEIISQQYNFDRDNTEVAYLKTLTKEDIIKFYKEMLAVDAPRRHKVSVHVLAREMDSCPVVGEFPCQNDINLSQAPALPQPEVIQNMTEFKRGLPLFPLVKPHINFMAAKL
# CRFBP-R2 agonist = CRF-BP/CRF-R2 complex agonism; HEK293 CRF-R2/CRF-BP, calcium dye fluorescence (FLIPR); percent of saturating CRF peptide response; activation, % at 13.2 µM; 0.46% of 350,000 active; AID 588473;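 active = activation of at least 50%, plus an integration ratio under a set limit after plate pattern correction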;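 also: plate controls were neutral control wells without compound for no effect and CRF at EC100 for full effect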
# GalR3 antagonist = human GalR3 antagonism; HEK293 GalR3-CNG cAMP membrane potential fluorescence; galR3 body fused to GalR1 C-terminus; O60755; 0.44% of 360,000 active; AID 651719; inhibition, % at 3 µM;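 active = inhibition above the screen-wide average plus 3 SD, cut at about 13% in these data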;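 also: forskolin and galanin both at EC90 stimulate the cells; cAMP rise reported by CNG channel membrane potential dye signal; 0% = forskolin plus galanin with DMSO and 100% = forskolin alone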
# p-CIP stab down = compounds decreasing mouse p/CIP protein stability; Q05BA5; F442A p/CIP-EGFP cells, EGFP fluorescence, 16 h; decrease of EGFP signal, % at 10 µM; 0.01% of 290,000 active;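 active = EGFP signal decrease of at least 30% at 10 µM or well 3 SD below plate mean, unless failing retest; inactive = the rest, including hits failing retest or dose response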; also: some compounds called inactive have numbers as strong as hits; many of its hits are not listed in these tables
# MEKK3 PB1 HTS = raises or lowers MEK5 binding to the human MEKK3 PB1 domain. Q99759. bead-based flow cytometry, Alexa488-MEK5 binding to MEKK3; actives lie on both sides; 0 = blocked by unlabeled MEK5, 100 = vehicle. binding response (% of control), % at 10 µM. 1.4% of 290,000 active. AID 1529;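 active = binding response more than 3 SD above or below the average of its plate-row segment, actives on both sides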;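 also: Alexa488 bead fluorescence after subtracting the streptavidin-only scavenger bead signal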
# IDE cell inh = cellular human IDE inhibition. inhibition, % at 5.59 µM. HEK cells, FAbetaB cleavage, fluorescence polarization. P14735. 0.41% of 320,000 active;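 active = percent inhibition above the average of all tested compounds plus 3 SD, set per screening campaign, cut at about 16% in these data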;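 also: IDE supplied by intact live HEK cells; FP after avidin binding of uncleaved biotin substrate so inhibition keeps polarization high; 0% = DMSO wells and 100% = 60 µM reference IDE inhibitor Ii1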
# CRFBP-R2 block = CRF-BP/CRF-R2 complex antagonism. HEK293 CRF-R2/CRF-BP, CRF-induced calcium fluorescence. inhibition, % at 11.8 µM. 0.59% of 350,000 active. AID 588475;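 active = inhibition of the ligand-induced calcium signal above about 50% at the single tested concentration, limit read from the data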
# Numbers without * were called inactive; · = no result given.
SMILES,CHRM4 PAM,PHOSPHO1 block,IDE cell activ,CRFBP-R2 agonist,GalR3 antagonist,p-CIP stab down,MEKK3 PB1 HTS,IDE cell inh,CRFBP-R2 block
COc1ccccc1CC(=O)N1CCC(CCC(=O)NC2CC2)CC1,-2,24,2,0.6,-9,-8,102,2,-11
O=C1NC(=S)N/C1=C/C=C/c1ccccc1,8,48,-1,1.6,-2,10,93,-1,21
Cc1nnc(SCC(=O)N(C)CC(=O)Nc2ccccc2Cl)s1,-3,·,1,-0.6,-4,·,·,9,-3
COc1cccc(OCCSc2nc(N)cc(N)n2)c1,-3,-1,9,0.6,·,2,102,1,10
CC(Sc1nc2ncc(Cl)cc2[nH]1)C(=O)NC1(C#N)CCCCC1 (configuration not stated),2,·,1,-0.2,-4,·,·,7,-2
COc1ccc(C(=O)c2c[nH]c(C(=O)N=CN(C)C)c2)cc1,2,19,-2,-0.3,-3,4,66,6,-2
CC(C)(C)C(=O)Nc1nnc(SCc2cccc(F)c2)s1,-1,23,6,2.9,8,-4,100,3,-58
Cc1cc(NC(=O)CSCC(=O)Nc2ccccc2OC(F)F)no1,3,·,1,1.0,-1,·,·,1,-3
O=C(Nc1ccc(F)cc1)C1CCCN(S(=O)(=O)c2cccc3cccnc23)C1 (configuration not stated),-4,-15,6,-4.5,2,-20,107,5,-13
Cc1ccsc1C1C(C#N)=C(N)Oc2n[nH]c(C)c21 (configuration not stated),5,12,2,4.0,30*,-1,108,-2,7
Cc1ccc(-c2nn(-c3ccccc3)cc2CO)o1,7,11,2,-2.4,-2,-8,106,1,8
Cc1ccccc1NC(=O)c1ccc2c(c1)OCCO2,4,10,3,0.4,-5,-5,87,7,-1
Brc1cc2c(cc1Br)OCCOCCOCCOCCO2,-2,30,1,-5.0,4,-8,106,7,37
COc1ccc(Cl)cc1NC(=S)NC1CCCC1,0,-1,-7,-1.3,-8,-13,101,3,12
Oc1ccccc1/C=N/Nc1ccnc(SCc2ccccc2)n1,-6,8,-5,1.6,1,-15,109,7,19
Cc1cccc2cc(/C=N/NC(=O)[C@H]3C[C@@H]3c3ccccc3)c(Cl)nc12,5,20,1,5.0,-8,0,95,0,0
O=C(CCCc1ccccc1)NC12CC3CC(CC(C3)C1)C2,-1,14,7,0.7,-14,18,93,2,-6
CCOC(=O)/C=C1\CC(=O)Nc2nonc2N1,4,17,2,0.2,-4,-1,98,-6,1
CC[N+]1(C)CCC(=C2c3ccccc3CC(=O)c3sccc32)CC1 (configuration not stated),-29,8,-1,-0.5,-3,-5,105,0,3
CCCCN(CCCC)Cc1ccc(C(=O)NN)o1,-2,-19,-1,-1.2,-5,12,102,3,-4
COc1ccc(/C=C2\SC(=N)N(c3ccc(F)cc3)C2=O)cc1,8,-11,2,0.3,0,-2,106,0,-13
COC(=O)c1ccc(C(C(=O)NC2CCCCC2)N(Cc2ccc(F)cc2)C(=O)Cc2cccs2)cc1 (configuration not stated),-3,6,9,-1.2,-6,10,98,0,-82
COc1ccc(CNc2ccc(N3CCN(C(C)=O)CC3)cc2)cc1OC,-3,·,-1,0.7,·,·,·,·,12
CCOC(=O)CNC(=O)Cn1cnc2sc(C)c(S(=O)(=O)N3CCC(C)CC3)c2c1=O,6,9,-1,0.0,-2,-2,99,-2,-7
COc1ccc(CNc2nc(NCc3ccc(OC)cc3)n(S(C)(=O)=O)n2)cc1,4,7,-1,-0.6,1,-7,103,-5,0
SMILES,CHRM4 PAM,PHOSPHO1 block,IDE cell activ,CRFBP-R2 agonist,GalR3 antagonist,p-CIP stab down,MEKK3 PB1 HTS,IDE cell inh,CRFBP-R2 block
CC(NC(=O)COc1cc(=O)n(C)c2ccccc12)c1ccc2c(c1)OCCO2 (configuration not stated),-4,-11,1,0.1,-2,5,84,0,-1
O=C(Nc1ccccc1C(=O)NCc1cccnc1)c1ccco1,4,16,2,-1.1,0,2,108,-4,-12
O=C(N/N=C/c1ccco1)c1csc2c1CCCC2,-17,-3,5,-2.8,-1,1,104,1,24
COc1ccc(C2N(C(C)=O)CCCN2S(=O)(=O)c2ccc(C)cc2)cc1 (configuration not stated),-1,46,-1,-2.6,-7,0,101,1,0
O=C(Nc1ccc2c(c1)nc1n2CCSC1)c1ccco1,5,37,1,0.4,2,-20,100,-2,14
COc1cc(CCC(=O)OCC(=O)Nc2ccc(Br)cc2F)cc(OC)c1OC,-6,35,2,-0.7,-8,-8,102,1,6
COc1ccc2c(c1)SCC/C2=C\CN1C(=O)CCC1=O,1,7,-4,-4.2,-1,6,103,10,13
CN(Cc1ccc(Cl)c(Cl)c1)C(=O)C1CC(=O)N(c2ccc3c(c2)OCCO3)C1 (configuration not stated),3,·,·,0.2,5,·,·,·,-4
CN(CC1CCOCC1)C(=O)CC1C(=O)NCCN1CC(c1ccccc1)c1ccccc1 (configuration not stated),1,33,3,-4.1,3,1,100,0,-16
COCCCN1C(=O)C(=O)/C(=C(/O)c2ccc(S(=O)(=O)N3CCOCC3)cc2)C1c1ccc(F)cc1 (configuration not stated),11,24,-2,2.6,3,-9,96,5,4
CCOC(=O)N1CCc2c(sc3c2C(=O)NC(c2ccccc2)N3)C1 (configuration not stated),2,66*,3,0.1,·,-12,·,2,-14
COc1ccccc1CNC(=O)C[C@@H]1C[C@H]2c3cc(N(C)C)ccc3O[C@H]2[C@H](CO)O1,4,·,·,-1.1,-10,·,·,·,0
COn1c(SCC(=O)N(C)C)nc2ccccc2c1=O,5,7,6,-1.7,-5,4,103,1,10
CCC1CCc2sc(C(=O)NCC(c3ccccc3OC)N3CCCC3)cc2C1 (configuration not stated),-14,·,0,-0.4,-9,·,·,-4,-1
C[C@@H]1CN([C@H](C)CO)C(=O)c2c(c3ccccc3n2C)-c2ccccc2CO[C@H]1CN(C)Cc1ccccc1,-13,·,·,-1.1,-6,·,·,·,5
O=C(COC(=O)CN1C(=O)C2CCCCC2C1=O)Nc1c(Cl)cccc1Cl (configuration not stated),5,·,4,-0.2,-8,·,·,-6,-6
O=C(NCC(=O)N1CCN(C/C=C/c2ccccc2)CC1)c1ccc(OC(F)F)cc1,-1,·,0,-3.5,-5,·,·,1,-6
CCc1nnc(NC(=O)CSc2ccc(Cl)cc2)s1,3,30,4,-0.7,-4,-1,105,-2,-23
O=C(CSc1ncnc2c(-c3ccc(Cl)cc3)nsc12)c1ccccc1,4,73*,-2,3.3,-1,-15,99,-4,18
CC(=O)O[C@]1(C(C)=O)CC[C@H]2[C@@H]3C=CC4=CC(=O)C=C[C@]4(C)[C@H]3CC[C@@]21C,-1,35,6,-0.9,-9,-12,108,-3,6
Cc1cc(Oc2nc3c(C)cccn3c(=O)c2/C=C(\C#N)S(=O)(=O)c2ccccc2)ccc1Cl,-3,6,3,6.9,-4,-8,102,2,-31
CCN(CC)S(=O)(=O)c1ccc(OC)c(NC(=O)C(C)Oc2ccc3c(C)cc(=O)oc3c2)c1 (configuration not stated),-9,-4,4,0.1,9,6,145*,1,3
NS(=O)(=O)c1ccc(CNC(=O)/C=C/c2ccc(S(=O)(=O)N3CCOCC3)cc2)cc1,6,20,-2,2.3,-5,6,83,2,-4
Nc1ccccc1SC(CC(=O)c1ccccc1)c1ccc([N+](=O)[O-])cc1 (configuration not stated),-4,·,·,-1.3,-3,·,·,·,-11
CC(=O)N1CCc2c(sc(NC(=O)CS(=O)(=O)c3ccc(F)cc3)c2C#N)C1,5,·,-1,-0.1,-3,·,·,0,3

# Part of the list above in order of molecular weight, descending:
SMILES,CHRM4 PAM,PHOSPHO1 block,IDE cell activ,CRFBP-R2 agonist,GalR3 antagonist,p-CIP stab down,MEKK3 PB1 HTS,IDE cell inh,CRFBP-R2 block
CC(NC(=O)COc1cc(=O)n(C)c2ccccc12)c1ccc2c(c1)OCCO2 (configuration not stated),-4,-11,1,0.1,-2,5,84,0,-1
CC(=O)O[C@]1(C(C)=O)CC[C@H]2[C@@H]3C=CC4=CC(=O)C=C[C@]4(C)[C@H]3CC[C@@]21C,-1,35,6,-0.9,-9,-12,108,-3,6
O=C(N/N=C/c1ccco1)c1csc2c1CCCC2,-17,-3,5,-2.8,-1,1,104,1,24

# Six entries out of the list above, sorted by the value under CRFBP-R2 block, smallest number first.
SMILES,CHRM4 PAM,PHOSPHO1 block,IDE cell activ,CRFBP-R2 agonist,GalR3 antagonist,p-CIP stab down,MEKK3 PB1 HTS,IDE cell inh,CRFBP-R2 block
Nc1ccccc1SC(CC(=O)c1ccccc1)c1ccc([N+](=O)[O-])cc1 (configuration not stated),-4,·,·,-1.3,-3,·,·,·,-11
CN(Cc1ccc(Cl)c(Cl)c1)C(=O)C1CC(=O)N(c2ccc3c(c2)OCCO3)C1 (configuration not stated),3,·,·,0.2,5,·,·,·,-4
C[C@@H]1CN([C@H](C)CO)C(=O)c2c(c3ccccc3n2C)-c2ccccc2CO[C@H]1CN(C)Cc1ccccc1,-13,·,·,-1.1,-6,·,·,·,5
COc1cc(CCC(=O)OCC(=O)Nc2ccc(Br)cc2F)cc(OC)c1OC,-6,35,2,-0.7,-8,-8,102,1,6
COc1ccc2c(c1)SCC/C2=C\CN1C(=O)CCC1=O,1,7,-4,-4.2,-1,6,103,10,13
O=C(CSc1ncnc2c(-c3ccc(Cl)cc3)nsc12)c1ccccc1,4,73*,-2,3.3,-1,-15,99,-4,18

# Later entries
SMILES,CHRM4 PAM,PHOSPHO1 block,IDE cell activ,CRFBP-R2 agonist,GalR3 antagonist,p-CIP stab down,MEKK3 PB1 HTS,IDE cell inh,CRFBP-R2 block
C=CCOc1ccccc1CN1CCC(n2nccc2NC(=O)c2ccccc2)CC1,-6,-11,4,1.1,-8,-9,99,0,-6
Cc1nc(SCC(=O)O)c(C#N)c(-c2ccco2)c1C(=O)N(C)C,3,11,6,-0.8,-3,-2,93,0,-2
Cc1nc2nc(SCC(N)=O)[nH]c2cc1Br,0,19,-3,-0.2,-2,0,101,0,-6
Cc1c(CC(=O)NCC(=O)NCC(=O)O)c(=O)oc2cc3c(cc12)CCC(C)(C)O3,4,34,-2,1.6,-12,0,107,0,5
O=C(COc1nsnc1N1CCOCC1)N1CCOCC1,7,21,5,-2.1,-5,2,89,·,4
O=C1CCCCCN1Cc1ccccc1,9,2,7,-0.2,3,13,91,8,3
CCCOc1ccc(C(=O)OCC(=O)c2c(N)n(C)c(=O)n(C)c2=O)cc1OC,3,-3,-3,2.4,6,-5,108,1,-12
COc1cc(C)ccc1OCc1cc(C(=O)N2C[C@H]3CC[C@H]2C3)no1,2,-1,0,-0.6,-8,-1,97,6,-1
CCOc1ncccc1C(=O)NNC(=O)c1cccc(S(=O)(=O)Nc2ccc(OC)cc2)c1,4,19,-2,-4.6,-5,-7,98,2,11
